# Source: PubChem
# OXTR agonist: human OXTR agonism | P30559 | CHO-OTR cells, Fluo-8 calcium fluorescence; normalized: DMSO 0%, oxytocin 100% | activation, % at 3 µM | 320,000 tested, 0.32% active | AID 2435;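 active = activation above the mean of all tested compounds plus 3 SD, cutoff set per screening run, cut at about 20% in these data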;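 also: peak over basal fluorescence ratio from a 100 s FLIPR kinetic read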
# Target sequence (P30559 whole entry, looked up): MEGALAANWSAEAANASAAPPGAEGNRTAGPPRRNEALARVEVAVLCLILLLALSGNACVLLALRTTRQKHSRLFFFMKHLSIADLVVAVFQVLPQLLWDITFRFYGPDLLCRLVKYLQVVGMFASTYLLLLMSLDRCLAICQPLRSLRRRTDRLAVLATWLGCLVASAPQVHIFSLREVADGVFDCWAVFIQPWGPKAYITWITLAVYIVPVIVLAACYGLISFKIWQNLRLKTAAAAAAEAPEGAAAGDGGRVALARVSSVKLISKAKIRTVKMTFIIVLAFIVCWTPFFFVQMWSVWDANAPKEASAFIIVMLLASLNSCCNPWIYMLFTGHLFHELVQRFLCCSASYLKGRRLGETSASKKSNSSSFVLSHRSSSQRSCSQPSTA
# PHOSPHO1 block: blocks human PHOSPHO1 phosphatase activity; Q8TCT1; recombinant PHOSPHO1, absorbance phosphatase assay; inhibition, % at 13.3 µM; 290,000 tested, 1.1% active; AID 1565; in the data active = inhibition above about 60%
# Target sequence (Q8TCT1 whole entry, looked up): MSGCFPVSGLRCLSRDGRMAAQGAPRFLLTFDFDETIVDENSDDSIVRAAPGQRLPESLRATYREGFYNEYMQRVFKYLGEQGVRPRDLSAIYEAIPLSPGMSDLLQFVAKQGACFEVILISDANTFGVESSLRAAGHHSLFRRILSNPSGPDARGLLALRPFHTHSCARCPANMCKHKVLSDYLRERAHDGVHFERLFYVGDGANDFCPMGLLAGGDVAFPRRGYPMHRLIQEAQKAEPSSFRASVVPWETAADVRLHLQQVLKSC
# VIM-2 inhibitor: blocks Pseudomonas aeruginosa VIM-2 metallo-beta-lactamase | inhibition, % at 5.6 µM | purified VIM-2, nitrocefin hydrolysis, epi-absorbance fluorescence | 290,000 tested, 0.89% active;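 active = inhibition above the mean of all tested compounds plus 3 SD, cutoff set per screening run, cut at about 7.5% in these data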;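 also: red hydrolysis product quenches plate fluorescence so inhibitors raise well fluorescence; 0% = enzyme with DMSO and 100% = DMSO without enzyme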
# DNA FID counter: fluorescent intercalator displacement, NS3 helicase counter-screen; DNA fluorescent intercalator displacement, fluorescence; inhibition, % at 7.9 µM; 290,000 tested, 0.17% active; in the data active = inhibition above about 37%;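 also: 0% = vehicle and 100% = reference compound; higher means more ethidium bromide displaced from hairpin DNA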
# IMP-1 inhibitor: inhibitors of Pseudomonas aeruginosa IMP-1 metallo-beta-lactamase | purified IMP-1, nitrocefin hydrolysis, epi-absorbance fluorescence | AID 1556 | inhibition, % at 5.6 µM | 290,000 tested, 0.45% active;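 active = inhibition above the mean plus 3 SD of all compounds in the same screening run, cut at about 4.5% in these data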;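 also: 0% = IMP-1 with DMSO and 100% = DMSO wells lacking enzyme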
#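 Assay system: purified recombinant IMP-1 beta-lactamase. Input: IMP-1 0.2 nM before substrate addition. Buffer or medium: Zinc- and detergent-supplemented HEPES buffer, pH 7.1. Schedule: 25 °C, 15 min preincubation, 25 min reaction. Signal: Epi-absorbance fluorescence, 480 nm excitation, 530 nm emission. Evaluation: percent inhibition from optical density relative to buffer-blank wells.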
# HCV NS3 hel inh: inhibitors of Hepatitis C virus NS3 helicase; NS3 helicase DNA unwinding, Cy5 molecular beacon fluorescence; inhibition, % at 10.9 µM; 290,000 tested, 0.56% active;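 active = inhibition above the mean of all tested compounds plus 3 SD, set per campaign, cut at about 35% in these data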;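 also: 0% = DMSO wells and 100% = thioflavine S control wells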
#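 System: HCV NS3 helicase fragment; control set: DMSO and thioflavine S; technique: Cy5 fluorescence at 0 and 60 min, beacon hairpin quenching; reagent: beacon DNA duplex substrate plus ATP; replicates: singlicate; schedule: 1 h reaction at 25 °C, ATP-initiated; medium: MOPS buffer pH 6.5 with MgCl2, DTT, Tween20, BSA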
# V1aR counter: V1a receptor agonism, counter-screen for OXTR agonists | CHO-V1R cells, Fluo-8 calcium fluorescence, agonist mode; 0% DMSO, 100% 3 nM vasopressin | 320,000 tested, 0.25% active | activation, % at 3 µM;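 active = activation above the mean activation of all tested compounds plus 3 SD, per screening run, cut at about 20% in these data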;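 also: signal is peak over basal fluorescence ratio across a 100 second FLIPR read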
# GalR3 antagonist: blocks the human galanin receptor 3. O60755. HEK293 GalR3-CNG cAMP membrane potential fluorescence; galR3 body fused to GalR1 C-terminus. inhibition, % at 3 µM. 360,000 tested, 0.44% active;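 active = inhibition above the screen-wide average plus 3 SD, cut at about 13% in these data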;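 also: forskolin and galanin both at EC90 stimulate the cells; cAMP rise reported by CNG channel membrane potential dye signal; 0% = forskolin plus galanin with DMSO and 100% = forskolin alone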
# Target sequence (O60755 1-299 limits assumed): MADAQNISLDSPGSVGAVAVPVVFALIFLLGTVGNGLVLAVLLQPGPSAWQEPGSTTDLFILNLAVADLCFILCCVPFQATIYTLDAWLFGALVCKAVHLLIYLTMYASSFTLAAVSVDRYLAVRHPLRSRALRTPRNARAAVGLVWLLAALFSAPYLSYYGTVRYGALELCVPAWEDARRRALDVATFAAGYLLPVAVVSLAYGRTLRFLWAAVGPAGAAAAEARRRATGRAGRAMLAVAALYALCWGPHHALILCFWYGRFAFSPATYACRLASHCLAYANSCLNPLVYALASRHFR
# GPR7 antag: human neuropeptides B/W receptor 1 antagonism. inhibition, % at 4.4 µM. GPR7-expressing cells, fluorescence antagonist assay. 290,000 tested, 1.1% active. AID 1861. P48145; in the data active = inhibition above about 16%, passing the limit was not always enough;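 also: cells stimulated with the agonist NPW; 0% = agonist with vehicle and 100% = vehicle without agonist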
# An asterisk follows results filed as active; nt = not tested or not shown.
nr	smiles	OXTR agonist	PHOSPHO1 block	VIM-2 inhibitor	DNA FID counter	IMP-1 inhibitor
1	N#CC1=C(N)SC(N)=C(C#N)C1c1cccc(Oc2ccccc2)c1	18	33	1.0	-11	1.5
2	N#CC1=C(N)C(C#N)(C#N)C(c2cccnc2)C2COCC=C12 (stereo not given)	-0.1	nt	-1.7	0	-0.4
3	CCc1ccc2[nH]c(C)c(CN3CCCCCC3)c(=O)c2c1	-1.1	33	2.5	1	-2.0
4	O=C(c1cccnc1)N1CCCC(Nc2ccc(F)cc2)C1 (stereo not given)	-0.3	33	-1.4	-3	0.2
5	Cc1ccsc1/C=N/NC(=O)c1nnn(-c2nonc2N)c1C	3.0	32	-1.6	-14	-3.8
6	O=C(NCCO)C(=O)NCC(c1ccc2c(c1)OCO2)N1CCN(c2ccc(F)cc2)CC1 (stereo not given)	-0.5	-2	-2.9	-19	-3.7
7	CCN(CC)c1ccc(S(=O)(=O)N2CCOCC2)cc1NC(=O)CN1C(=O)NC2(CCCC2)C1=O	0.3	-15	-0.5	-38	-1.8
8	COc1cccc2cc(C(=O)NCc3ccc(Cl)cc3)c(=N)oc12	0.1	9	-1.3	-1	-1.0
9	CCc1cc(C(=O)OC)c(NC(=O)CC2SC(=NC)N(C)C2=O)s1 (stereo not given)	0.2	37	-2.7	-13	-1.3
10	CCN1CCN(C(=S)Nc2ccc([N+](=O)[O-])cc2)CC1	2.2	0	-0.1	11	-0.8
11	Cc1ccc(S(=O)(=O)N2CCCC2)cc1C(=O)O	-0.4	17	-3.5	0	-1.4
12	Cn1nnc2cc(C(=O)N3CCC(c4ccccc4)C3)ccc21 (stereo not given)	0.4	-7	1.9	-24	-1.0

nr	HCV NS3 hel inh	V1aR counter	GalR3 antagonist	GPR7 antag
1	17	6.3	-12	-4
2	-1	-0.1	-6	-12
3	-12	-0.4	-11	-4
4	3	-0.2	7	-3
5	4	1.4	-5	-10
6	-2	0.2	-10	-7
7	-5	2.7	0	1
8	-4	0.3	-1	-3
9	8	1.2	-2	-7
10	-9	0.7	-2	10
11	2	0.9	-3	2
12	4	1.8	-4	1

# Next compounds.
nr	smiles	OXTR agonist	PHOSPHO1 block	VIM-2 inhibitor	DNA FID counter	IMP-1 inhibitor
13	Nc1nnnn1/N=C/c1ccccn1	1.3	24	-4.0	-3	-4.0
14	COc1ccc(OCC(=O)NC(=S)Nc2ccccc2F)cc1	-0.5	3	-3.1	-2	-2.3
15	CCC1(C)SC(N)=NN1C(C)=O (stereo not given)	-0.8	53	-1.9	15	-2.2
16	COc1ccc(NC(=O)c2ccc(-c3nn(C)c(=O)c4ccccc34)cc2)cc1C(N)=O	0.5	28	-1.5	-2	-2.1
17	c1ccc(C(c2ccccn2)c2ccccn2)cc1	-1.4	-7	-0.1	-5	0.7
18	COc1cccc(CNC(=O)C(CC(C)C)NC(=O)c2ccccc2C)c1 (stereo not given)	-1.8	1	-2.5	-22	-2.7
19	COc1ccccc1OCC(=O)Nc1ccc2c(c1)C(=O)N(CC1CCCO1)C2=O (stereo not given)	-0.9	17	-0.9	-21	-3.7
20	O=C(CSc1nnc(-c2cccs2)o1)Nc1cccc(S(=O)(=O)N2CCCCC2)c1	3.2	-7	-3.0	-9	-2.8
21	Cn1c(-c2sc3ccccc3c2Cl)n[nH]c1=S	0.1	94*	1.3	-9	-2.3
22	CC1(c2ccccc2)NC(=O)N(N)C1=O (stereo not given)	0.5	32	-1.5	0	0.1
23	COc1cccc(OC)c1C(=O)Nc1ccc2c(c1)OCCO2	1.4	16	-0.6	0	0.1
24	Cc1ccc(-n2nc3c(=O)n(CCCC(=O)NCC(C)c4ccccc4)nc(C)c3c2C)cc1 (stereo not given)	-2.1	24	-1.8	-56	-2.8

nr	HCV NS3 hel inh	V1aR counter	GalR3 antagonist	GPR7 antag
13	-4	0.4	-7	-6
14	-5	0.8	-4	-2
15	8	1.0	-1	6
16	1	-0.1	-2	-13
17	1	0.5	-2	-2
18	15	0.9	-9	2
19	-3	0.1	3	-2
20	-9	0.8	-10	-14
21	-6	-0.1	-5	-10
22	0	0.4	-3	4
23	14	0.4	-5	20
24	-1	-0.9	4	-2

# (cont.)
nr	smiles	OXTR agonist	PHOSPHO1 block	VIM-2 inhibitor	DNA FID counter	IMP-1 inhibitor
25	COC(=O)c1cccc(N(C(=O)c2ccco2)C(C(=O)NC2CCCC2)c2ccc(N3CCOCC3)cc2)c1 (stereo not given)	0.3	28	-0.4	-45	-0.3
26	O=C(CNC(=O)c1ccc(Br)o1)NC12CC3CC(CC(C3)C1)C2	0.1	47	-2.4	-21	-1.3
27	CC(C)CC(=O)NC(c1ccccc1Cl)c1c(O)ccc2ccccc12 (stereo not given)	-3.2	-7	1.6	-8	-1.5
28	COC(=O)C1=C(N)Oc2cc(C)n(CCCn3ccnc3)c(=O)c2C1c1ccc(Cl)cc1 (stereo not given)	-0.4	10	-0.6	12	-3.0
29	O=c1[nH]c(Cc2ccccc2Cl)nc2ccccc12	-1.2	36	-1.0	1	-1.3
30	O=C(NCCc1c[nH]c2ccc(Cl)cc12)c1ccc([N+](=O)[O-])cc1	0.1	30	-1.0	6	-2.7
31	COc1ccc(Nc2nc(NCc3ccco3)nc(N/N=C/c3ccccc3)n2)cc1	-2.4	40	-2.7	-12	-1.4
32	COc1cc(CNCCNC(=O)c2nonc2N)ccc1OCc1ccc(Cl)nc1	2.4	-3	0.8	13	-1.6
33	O=C(COc1ccc(F)cc1F)N1CCCCCCC1	0.0	nt	1.0	-7	-1.0
34	COC(=O)c1sccc1NC(=O)c1ccc(Br)o1	-2.1	-17	1.4	-6	-0.6
35	COc1ccc(-c2noc(Cc3cccs3)n2)cc1	-0.6	-28	2.1	-4	-1.4
36	COC(=O)CSc1nc2nc(C)c(Br)cc2[nH]1	1.0	73*	-0.1	2	1.2

nr	HCV NS3 hel inh	V1aR counter	GalR3 antagonist	GPR7 antag
25	0	0.2	-9	0
26	0	1.3	-3	-7
27	-15	-0.6	-3	0
28	-19	-0.4	-6	-6
29	-7	-0.4	6	-9
30	-14	0.8	-2	7
31	-81	-1.4	6	-6
32	-15	4.3	-6	-5
33	2	0.4	-5	5
34	2	-1.2	-4	-7
35	-1	-0.5	-4	14
36	14	0.4	-4	12

# Additional entries follow:
nr	smiles	OXTR agonist	PHOSPHO1 block	VIM-2 inhibitor	DNA FID counter	IMP-1 inhibitor
37	CC(=O)N1C(=O)CC(C)N(C(C)=O)c2ccc([N+](=O)[O-])cc21 (stereo not given)	0.2	16	-2.5	2	-2.9
38	CN(C)c1ccc(/C=C/c2nc3ccccc3c(=O)n2CCO)cc1	1.0	34	-3.1	-20	-2.3
39	CC1(C)N=C(N)N=C(N)N1c1cccc(CN)c1	0.7	53	-3.0	16	-3.0
40	CCCNS(=O)(=O)c1ccc(CCC(=O)NCc2ccco2)cc1	0.3	7	-2.1	-3	-2.3
41	O=C(Nc1ccccc1C(=O)N1CCOCC1)c1cccc(S(=O)(=O)N2CCCC2)c1	nt	-17	-2.1	-12	-1.2
42	COC1Cc2ccccc2N(C(=O)N2CCN(CCO)CC2)c2ccccc21 (stereo not given)	-0.5	15	-3.4	-2	-1.6
43	CC1(C)CC(NC(=O)c2cc(COc3cccc(C(F)(F)F)c3)on2)CCO1 (stereo not given)	5.4	20	-5.3	-26	-0.3
44	O=C(CN1C(=O)C2C3C=CC(C3)C2C1=O)Nc1nc(SCc2ccc(Cl)cc2)n[nH]1 (stereo not given)	-0.1	11	-5.5	-13	-5.3
45	O=C(NCCc1c[nH]c2ccccc12)c1cnccn1	2.1	-4	-0.6	-1	-2.5
46	Cc1c(Cl)c([N+](=O)[O-])nn1CC(=O)NCc1ccco1	-0.5	23	-0.4	5	-3.2
47	Cc1nc(CCNC(=O)c2ccccc2)cs1	0.5	-10	-3.3	3	-3.0
48	COc1ccc(-c2ccnc(SCC(=O)N3CCOCC3)n2)cc1	-0.6	2	-3.9	-12	-4.1

nr	HCV NS3 hel inh	V1aR counter	GalR3 antagonist	GPR7 antag
37	5	1.5	-3	-4
38	-9	5.0	-5	1
39	-6	0.4	-3	-5
40	8	-0.1	-2	-5
41	0	nt	-2	-3
42	-3	-0.2	5	-8
43	-8	6.8	-1	-1
44	-5	0.7	-4	-6
45	-14	1.5	-6	-5
46	-2	0.4	-3	-1
47	3	1.6	1	-10
48	-4	-0.3	-1	-9

# Additional compounds follow.
nr	smiles	OXTR agonist	PHOSPHO1 block	VIM-2 inhibitor	DNA FID counter	IMP-1 inhibitor
49	COc1ccc2oc(C(=O)Nc3ccc(S(=O)(=O)N(C)C4CCN(C)CC4)cc3)c(C)c2c1	8.1	33	-0.2	29	-1.1
50	CCCCOC(=O)Nc1nnc(CC(=O)NCc2ccccc2)s1	-1.1	34	-2.5	-31	-4.2
51	O=C(CN(C(=O)c1ccc2c(c1)OCCO2)c1ccccc1)NCC1CCCO1 (stereo not given)	-0.3	-10	-2.9	-16	-0.9
52	COc1ccccc1Oc1coc2cc(OCC(N)=O)ccc2c1=O	0.0	30	-2.3	-8	-3.3

nr	HCV NS3 hel inh	V1aR counter	GalR3 antagonist	GPR7 antag
49	-49	5.8	-4	0
50	8	-0.6	-9	-19
51	8	0.4	0	-11
52	8	0.2	-5	5

# 3 entries already listed, sorted by SMILES length, descending:
nr	smiles	OXTR agonist	PHOSPHO1 block	VIM-2 inhibitor	DNA FID counter	IMP-1 inhibitor
36	COC(=O)CSc1nc2nc(C)c(Br)cc2[nH]1	1.0	73*	-0.1	2	1.2
33	O=C(COc1ccc(F)cc1F)N1CCCCCCC1	0.0	nt	1.0	-7	-1.0
13	Nc1nnnn1/N=C/c1ccccn1	1.3	24	-4.0	-3	-4.0

nr	HCV NS3 hel inh	V1aR counter	GalR3 antagonist	GPR7 antag
36	14	0.4	-4	12
33	2	0.4	-5	5
13	-4	0.4	-7	-6

# Entries above that contain an NH in an aromatic ring, in the order listed:
nr	smiles	OXTR agonist	PHOSPHO1 block	VIM-2 inhibitor	DNA FID counter	IMP-1 inhibitor
3	CCc1ccc2[nH]c(C)c(CN3CCCCCC3)c(=O)c2c1	-1.1	33	2.5	1	-2.0
21	Cn1c(-c2sc3ccccc3c2Cl)n[nH]c1=S	0.1	94*	1.3	-9	-2.3
29	O=c1[nH]c(Cc2ccccc2Cl)nc2ccccc12	-1.2	36	-1.0	1	-1.3
30	O=C(NCCc1c[nH]c2ccc(Cl)cc12)c1ccc([N+](=O)[O-])cc1	0.1	30	-1.0	6	-2.7
36	COC(=O)CSc1nc2nc(C)c(Br)cc2[nH]1	1.0	73*	-0.1	2	1.2
44	O=C(CN1C(=O)C2C3C=CC(C3)C2C1=O)Nc1nc(SCc2ccc(Cl)cc2)n[nH]1 (stereo not given)	-0.1	11	-5.5	-13	-5.3
45	O=C(NCCc1c[nH]c2ccccc12)c1cnccn1	2.1	-4	-0.6	-1	-2.5

nr	HCV NS3 hel inh	V1aR counter	GalR3 antagonist	GPR7 antag
3	-12	-0.4	-11	-4
21	-6	-0.1	-5	-10
29	-7	-0.4	6	-9
30	-14	0.8	-2	7
36	14	0.4	-4	12
44	-5	0.7	-4	-6
45	-14	1.5	-6	-5
